Compound activity deposited in PubChem BioAssay by National Center for Advancing Translational Sciences (NCATS).
TSG101-PTAP inh – blocks PTAP/TSG101 interaction to inhibit HIV-1 budding; AID 493005; Fluorescence polarization, FITC-PTAP peptide / Tsg101 binding; Potency, µM (highest dose often 115 µM), for inactives: at the top dose activity change, negative = inhibition, most hits filed as inhibitors; 340,000 tested, under 10 active; active = well fitted inhibition curve with a large enough effect in the main read-out, with a control signal flat, not every such curve was filed as active; inconclusive = small, poorly fitted or top-dose-only effect, or effect the other way, or a change in a side signal; inactive = no such curve, though single readings can be large or run the other way; also: potency is read from the fitted curve at half-maximal effect; % of control where 0% means no effect
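Steps: Tsg101 binding domain dispensed (10 uM final), compounds pinned in DMSO, FITC-labeled PTAP-motif peptide added (50 nM final); after 20 min binding at room temperature, polarization measured.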
Tb PFK block – inhibitors of T. brucei phosphofructokinase; O15648; T. brucei PFK, ADP-Glo luminescence; Potency, µM (highest dose often 57.5 µM), for the others: at the top dose activity, negative = inhibition, actives largely listed as inhibitors; actives 0.17% (n = 330,000);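 also: potency is read from the fitted curve at half-maximal effect; 0% = uninhibited 1x PFK enzyme wells and -100% = no-enzyme wells; nearly all actives have a fitted effect of over 60% in size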
Target sequence (O15648 whole entry, looked up): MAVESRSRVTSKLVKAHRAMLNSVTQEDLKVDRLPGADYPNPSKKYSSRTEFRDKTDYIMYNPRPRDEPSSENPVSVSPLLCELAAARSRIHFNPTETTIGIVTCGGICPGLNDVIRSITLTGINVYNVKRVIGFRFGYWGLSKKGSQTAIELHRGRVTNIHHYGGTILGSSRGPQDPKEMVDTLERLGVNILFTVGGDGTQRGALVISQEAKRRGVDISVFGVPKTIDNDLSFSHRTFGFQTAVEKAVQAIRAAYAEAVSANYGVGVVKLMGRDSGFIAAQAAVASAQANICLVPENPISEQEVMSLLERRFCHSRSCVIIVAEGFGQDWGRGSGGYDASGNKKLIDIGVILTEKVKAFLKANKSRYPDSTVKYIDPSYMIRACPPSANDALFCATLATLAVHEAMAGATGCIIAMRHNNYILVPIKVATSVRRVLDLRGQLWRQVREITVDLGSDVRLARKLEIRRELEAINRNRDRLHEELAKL
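Luminescent ADP detection (ADP-Glo, two-step: ATP depletion then ADP-to-ATP conversion for luciferase) reported PFK activity after 45 min room-temperature reaction of 1.25 nM enzyme with 0.5 mM F6P and 0.1 mM ATP at pH 8.0.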
Giardia kill – Giardia lamblia killing. Giardia lamblia trophozoite viability. activity change, % at 7.66 µM, hits read low. actives 0.15% (n = 340,000). AID 540267; in the data active = activity change below about -80%; inconclusive = between about -30% and that limit;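 also: parasites exposed to compound for two days anaerobically before the ATP read; % is scaled to controls: 0 for no effect and ±100 for the full control effect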
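Trophozoites 100 cells/well + cpd; 48 hrs, 37 deg C, anaerobic. ATPLite 1-Step added, 15-30 min RT, luminescence read (ATP-based viability).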
PKM2 act – PKM2 (human) enzyme activation; AID 1631; Potency, µM (doses to about 57.5 µM), inactives show at the top dose activation, hits mostly activators; P14618; purified PKM2, Kinase-Glo ATP luminescence, activation; response scale: 0% is enzyme alone, no compound; actives 0.34% (n = 260,000); also: potency is read from the fitted curve at half-maximal effect; % is scaled to controls: 0 for no effect and ±100 for the full control effect; nearly all actives have a fitted effect of over 55% in size
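hPK-M2, >95% pure; 0.1 mM ADP / 0.5 mM PEP final; imidazole pH7.2 buffer w/ 7 mM MgCl2, 50 mM KCl; 1 h RT; Kinase-Glo lum. Intermediate enzyme activity for dual inhibitor/activator qHTS.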
FBPA coupling cs – coupling enzyme interference in Giardia aldolase counter-screen. coupling enzyme system counterscreen, AmpLite Red fluorescence. activity change, negative = inhibition, % at 58.2 µM, hits read low. actives 0.67% (n = 290,000). AID 2472; in the data active = activity change below about -30%; also: % is scaled to controls: 0 for no effect and ±100 for the full control effect
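Final compound at 57.5 uM, incubated 10 min at RT with coupling enzyme reagent (glyceraldehyde-3-phosphate), then 20 min with substrate and AmpLite Red detection. Fluorescence read at 525/598 nm; tests interference with the coupling assay, not aldolase inhibition.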
a7 integrin act – activators of alpha7 integrin expression for muscular dystrophy | alpha7betagal myoblasts, beta-gal FDG fluorescence, 48 h | Potency, µM (top dose mostly 38.3 µM), for the others: top-dose activation, most hits filed as activators | actives 0.064% (n = 350,000) | AID 624291;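 also: potency is read from the fitted curve at half-maximal effect; 100% = response of the positive control SU9516; nearly all actives have a fitted effect of over 60% in size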
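Alpha7betagal+/- myoblasts (passage 13) were plated 16-24 hr, then exposed to compounds (1:260 dilution of DMSO stock) for 48 hours at 37C. After MPER lysis, β-galactosidase reporter activity was read as FDG fluorescence (ex 480/em 540) after 30 minutes.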
Menin MLL FP TR – displaces Texas Red mutant MLL peptide from human menin. O00255. Menin + Texas Red MLL mutant peptide, fluorescence polarization. actives 0.23% (n = 270,000). Potency, µM (highest dose often 61.6 µM), without a hit: at the highest dose FP activity change, negative = inhibition, most hits filed as inhibitors; active = well fitted inhibition curve with a large enough effect in the polarisation, with a control signal flat, not every such curve was filed as active; inconclusive = small, poorly fitted or top-dose-only effect, or effect the other way, or a change in a side signal; inactive = no such curve, though single readings can be large or run the other way; the % refers to the polarisation; also: potency is read from the fitted curve at half-maximal effect; % of control where 0% means no effect; many of its hits are not listed in these tables
Target sequence (O00255 whole entry, looked up): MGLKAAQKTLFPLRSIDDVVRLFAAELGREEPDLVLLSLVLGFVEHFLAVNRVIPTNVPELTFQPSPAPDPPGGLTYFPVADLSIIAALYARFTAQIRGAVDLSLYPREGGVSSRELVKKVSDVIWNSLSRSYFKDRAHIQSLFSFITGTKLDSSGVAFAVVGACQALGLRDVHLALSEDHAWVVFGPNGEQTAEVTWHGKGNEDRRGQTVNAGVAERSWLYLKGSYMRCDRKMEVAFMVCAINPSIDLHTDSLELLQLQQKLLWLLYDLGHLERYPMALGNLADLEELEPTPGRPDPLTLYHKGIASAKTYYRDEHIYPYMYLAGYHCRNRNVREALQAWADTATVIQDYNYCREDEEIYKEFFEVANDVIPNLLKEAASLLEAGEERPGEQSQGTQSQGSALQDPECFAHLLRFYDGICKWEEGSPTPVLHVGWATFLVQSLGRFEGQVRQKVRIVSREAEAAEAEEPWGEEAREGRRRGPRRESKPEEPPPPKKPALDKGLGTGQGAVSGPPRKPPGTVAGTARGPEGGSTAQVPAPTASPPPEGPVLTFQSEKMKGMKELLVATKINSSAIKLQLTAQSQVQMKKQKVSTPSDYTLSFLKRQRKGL
B2AR arrestin – recruits beta-arrestin to the human beta2-adrenergic receptor; beta-arrestin recruitment to beta2AR, cell-based reporter; actives 0.02% (n = 330,000); Potency, µM (highest dose often 46.1 µM), for the others: at the highest dose activation, usual class: activators;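 also: potency is read from the fitted curve at half-maximal effect; 0% = DMSO controls and full agonism = EC100 isoproterenol or metaproterenol; nearly all actives have a fitted effect of over 65% in size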
ASM inhibitor – blocks human secretory acid sphingomyelinase. placental ASM, HMU-PC fluorogenic substrate, 60 min. Potency, µM (top dose mostly 57.5 µM), for inactives: top-dose activity change, negative = inhibition, hits mostly inhibitors. actives 0.006% (n = 340,000); also: potency is read from the fitted curve at half-maximal effect
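qHTS format. ASM enzyme prepared from human placenta hydrolyses the fluorogenic substrate HMU-PC0 (9 uM final) over 60 min at 37 °C after a 10 min compound preincubation.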
GALK inh – galactokinase (human) inhibition. Purified GALK, Kinase-Glo residual ATP luminescence. Potency, µM (titrated, usually from 57.5 µM), inactives show at the highest dose activity change, negative = inhibition, actives largely listed as inhibitors. actives 0.007% (n = 270,000). AID 1868; also: potency is read from the fitted curve at half-maximal effect; % is scaled to controls: 0 for no effect and ±100 for the full control effect
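Kinase-Glo Plus luminescence measured ATP left after a 1 h room-temperature reaction. The reaction used 5 nM GALK, 100 uM galactose and 35 uM ATP at pH 8.0 (20 mM HEPES, 5 mM MgCl2, 60 mM NaCl, 1 mM DTT, 0.01% BSA).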
Chronic BCR inh – inhibitors of chronic active B-cell receptor signaling; ABC-DLBCL IkBa-CBG/CBR reporter, luminescence ratio, 4 h; Potency, µM (series often up to 46.1 µM), for the others: top-dose ratio change, negative = lower green/red ratio, hits mostly inhibitors; actives 0.05% (n = 340,000); AID 493014; active = well fitted inhibition curve with a large enough effect in the signal ratio, with a control signal flat, not every such curve was filed as active; inconclusive = small, poorly fitted or top-dose-only effect, or effect the other way, or a change in a side signal; the % refers to the signal ratio;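 also: potency is read from the fitted curve at half-maximal effect; plate controls were basal doxycycline-induced cells for no effect and cells given 10 µM MG132 for full effect; MG132 reads +100%, hits lower the ratio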
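Cell line TMD8 (human ABC DLBCL), stably expressing tet-inducible CBG68-IkBa fusion and CBR; IMDM/0.5% FBS; cpd up to 46 uM; dox induction, 4 h, 37C/5% CO2; dual luminescence; green/red ratio; MG132 control.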
Active calls of the source: *; ? = inconclusive; . = no result given; [ ] = remark or other dose. Unless noted, calls follow the shape of the dose curve; as a rule, active = well fitted curve in the direction sought with a large enough effect; inconclusive = small, poorly fitted or top-dose-only effect, or another doubt; inactive = no such curve, though single readings can be large; an effect the other way counts as inactive or inconclusive. Some of the compounds tested (hit frequency here may not be typical).

SMILES	TSG101-PTAP inh	Tb PFK block	Giardia kill	PKM2 act	FBPA coupling cs	a7 integrin act	Menin MLL FP TR	B2AR arrestin	ASM inhibitor	GALK inh	Chronic BCR inh
Cc1noc(/C=C/c2nn(C)cc2Cl)c1[N+](=O)[O-]	1%	1%	-12	30%	4	-19%	.	-0.6%	3%	2%	?
CC(C)c1ccc(NC(=O)CNCC(c2ccccc2)N(C)C)cc1 (centres undefined)	0%	3%	10	2%	1	-49%[inhibitor]	.	0.2%	1%	-3%	?
COc1ccccc1CC(=O)Nc1ccc2c(c1)OC1(CCCC1)O2	0%	-5%	9	.	.	-36%	.	8.1%	-5%	.	-11%
CC(C)(C)N1CC(c2nc3ccccc3n2Cc2ccc(Cl)cc2)CC1=O (centres undefined)	0%	-2%	49[activator]	-3%	4	4%[7.66 µM]	.	-0.2%	13%	0%	16%
CCC(=O)Nc1cccc(NC(=O)COc2ccc(OC)cc2)c1	-1%	-5%	21	-1%	0	15%	-15%	-0.5%	1%	-1%	?
CCC(NS(=O)(=O)c1cnn(CC)c1)c1ccccc1 (centres undefined)	-5%	4%	16	7%	2	17%	-5%	0.1%	1%	-1%	5%
CSc1ncccc1C(=O)OCC(=O)N1CCCC1	-4%	-1%	-12	.	.	-14%	.	0.1%	4%	.	1%
COc1ccc(Cc2c(C)nc(N)nc2Cl)cc1	-8%	3%	40[activator]	-13%	-1	2%	0%	0.1%	3%	1%	-24%
CCN(CCCNC(=O)C1CCC(=O)N1C(C)C)c1cccc(C)c1 (centres undefined)	-8%	5%	4	-4%	-9	19%	-2%	0.2%	2%	4%	-1%
O=C(O)CN1C(=O)/C(=C\c2cc(Br)ccc2OCc2ccc(F)cc2)SC1=S	-11%	-2%	2	.	13	-15%	?	-0.1%	-4%	.	8%
CC(=O)N=c1scc(-c2ccccc2)n1-c1cccc(O)c1	-9%	-1%	-1	-9%	-1	-46%[inhibitor]	2%	-0.3%	5%	-1%	16%
Cc1ccc(-c2cc(-c3ccco3)c(C#N)c(=O)[nH]2)cc1	0%	0%	14	1%	-9	35%	.	-0.5%	.	3%	?
O=C(N/N=C/c1ccc(O)cc1)NC12CC3CC(CC(C3)C1)C2	-2%	-8%	-2	.	-1	3%	41%[activator]	-0.7%	-1%	-4%	-16%
Cc1cc(C)c2c(CC(=O)NN(C)C)coc2c1	-2%	-1%	4	2%	0	5%	-4%	0.0%	6%	-1%	-1%
O=C1CC(C(=O)N(c2ccc(F)cc2)C(C(=O)NC2CCCC2)c2ccccn2)CS1 (centres undefined)	-9%	-2%	5	-2%	-3	-3%	8%	-0.4%	1%	0%	17%
NC(=O)[C@@H]1CCCNc2c(I)cc([N+](=O)[O-])cc2C(=O)N[C@@H](CO)C(=O)N[C@@H](Cc2ccc(O)cc2)C(=O)N1	-3%	-6%	-1	1%	-3	-7%	7%	-0.8%	-8%	.	2%
CCOC(=O)c1c(NC(=O)CSc2ccccc2C(=O)O)sc(C)c1C	-1%	-20%	-16	-3%	1	11%	11%	0.1%	6%	-1%	?
COc1ccc(Cl)cc1NS(=O)(=O)c1c(C)[nH]c(C)c1C(=O)N1CCCCC1	-8%	0%	-1	0%	0	16%	16%	0.5%	-4%	-4%	0%
O=c1c2ccccc2nnn1CSc1ncnc2ccccc12	-6%	-2%	-10	4%	-2	-44%[inhibitor]	11%	0.0%	1%	-3%	-4%
CCCN(CC1CC1)S(=O)(=O)c1ccc(S(N)(=O)=O)cc1	-3%	0%	-7	1%	0	18%	17%	-0.3%	2%	-2%	-5%
CCc1nn(C(C)C(=O)NCCc2ccccc2)c(=O)c2cc3occc3n12 (centres undefined)	-6%	-19%	-7	.	.	-4%	.	3.9%	-2%	1%	-1%
COc1ccc(-c2nnc3n2CCCCC3)cc1	-2%	1%	-1	1%	0	-5%	0%	-0.4%	1%	1%	1%
CCC1=C(c2cc(OC)c(OC)c(OC)c2)C2(CCCC2)C(=O)O1	0%	5%	?	-6%	10	22%	-1%	-1.2%	4%	.	-1%
CCNC(=O)O/N=C1\CCCCC1c1ccc([N+](=O)[O-])cc1[N+](=O)[O-] (centres undefined)	-9%	0%	-26	.	-9	-21%	28%	0.1%	-3%	-2%	1%
CC(=O)c1ccc(N2CCN(Cc3nc4ccccc4[nH]3)CC2)cc1	-2%	3%	15	.	-1	-23%	3%	0.3%	-1%	-4%	4%
CCCN(CCC)C(=O)Cn1c(=O)c2sccc2n2c(=S)sc(-c3ccccc3)c12	-2%	1%	13	2%	1	-23%	-2%	3.8%	-1%	6%	-1%
COc1ccc(CNC(=O)COC(=O)c2[nH]c(C)c(C(C)=O)c2C)cc1OC	-4%	-6%	1	.	.	-19%	.	0.0%	-2%	.	-1%
O=C(COC(=O)CCCSc1nc2ccccc2[nH]1)NC(=O)NC1CCCC1	0%	-3%	20	8%	1	13%	-5%	-0.7%	-5%	3%	15%
CCc1ccc(N2CC(C(=O)OCC(=O)Nc3cc(C)on3)CC2=O)cc1 (centres undefined)	-2%	1%	20	3%	1	8%	?	-0.1%	-3%	0%	3%
Cc1c(Cl)cccc1NC(=O)N1CCCN(c2nc(-c3ccccc3)ns2)CC1	0%	2%	-2	0%	1	-9%	.	-1.5%	-19%	.	-11%
O=C1NC(=O)C2C3c4ccccc4C(c4ccccc43)C12 (centres undefined)	-2%	2%	1	0%	2	35%	6%	-0.5%	5%	0%	-3%
CC(NC(=O)COC(=O)CN1C(=O)c2ccccc2C1=O)c1ccccc1 (centres undefined)	0%	0%	-11	.	.	6%	.	0.1%	-2%	.	7%
CCC(C(=O)N1CCc2ccccc2C1)n1nc(C)n2c(cc3occc32)c1=O (centres undefined)	1%	-2%	11	2%	0	-12%	?	-0.9%	-1%	6%	4%
CCCCCC(C)NC(=O)c1ccoc1C (centres undefined)	-10%	0%	8	9%	1	0%	-7%	-0.6%	10%	-2%	0%
O=C(Cn1cnc2c(nnn2-c2ccccc2)c1=O)N1CCC(Cc2ccccc2)CC1	-1%	-8%	-11	8%	7	-3%	19%	-0.5%	-11%	1%	0%
COc1ccc(Cc2nc3ccc(C(=O)NCCn4cccn4)cc3o2)cc1	.	-6%	-5	16%	2	-12%	-25%	-0.3%	3%	4%	?
FC(F)(F)c1cccc(OCCN2CCN(Cc3ccccc3)CC2)c1	-1%	14%	-16	2%	1	-53%[inhibitor]	-8%	-0.5%	4%	0%	-5%
CCCCCCOC(=O)C(C#N)c1nc2ccccc2nc1N1CCN(CC)CC1 (centres undefined)	-7%	7%	-1	4%	0	-11%	?	0.5%	-9%	-3%	11%
Cc1cccc(Nc2nnc(SC/C(O)=C(\C#N)c3nc4ccccc4[nH]3)s2)c1C	0%	3%	-3	6%	4	3%	?	-0.5%	23%	1%	14%
COc1ccc(C(C)=O)cc1COC(=O)CCNS(=O)(=O)c1ccc(C(C)=O)cc1	-6%	-1%	12	-7%	.	-38%[inhibitor]	.	0.2%	3%	7%	0%
COc1ccccc1-c1cc(-c2cc(Cl)ccc2O)n[nH]1	-2%	3%	-1	-5%	0	-17%	-16%	0.0%	-2%	4%	?
CCCN1C2CCCC1CC(NC(=O)c1ccccc1OC)C2 (centres undefined)	-1%	1%	-3	1%	0	?	14%	-0.9%	2%	7%	2%
CCCCc1[nH]c(=O)c(C#N)c2c1CCCC2	-1%	1%	17	-2%	3	-9%	-4%	-0.8%	5%	-1%	0%
CCCCn1c(O)c(N=NC(=O)c2ccncc2)c2cc(Br)ccc21	0%	-1%	-1	-2%	0	-8%	0%	-0.3%	-4%	2%	?
COc1ccc(NS(=O)(=O)c2cn(C)cn2)cc1Cl	-7%	-5%	-14	.	5	24%	-2%	0.0%	4%	5%	-27%
O=C(C1CC=CCC1)N1CCN(S(=O)(=O)c2ccc(F)cc2)CC1 (centres undefined)	0%	-3%	-8	.	.	24%	.	-0.5%	5%	.	3%
